# UGM FP inh: Mtb UDP-galactopyranose mutase inhibition; inhibition, % at 10 µM; AID 504406; actives 0.06% (n = 320,000); purified UGM, fluorescence polarization probe displacement; in the data active means inhibition above about 10%, passing the limit was not always enough
# Target sequence (P9WIQ1 whole entry, looked up): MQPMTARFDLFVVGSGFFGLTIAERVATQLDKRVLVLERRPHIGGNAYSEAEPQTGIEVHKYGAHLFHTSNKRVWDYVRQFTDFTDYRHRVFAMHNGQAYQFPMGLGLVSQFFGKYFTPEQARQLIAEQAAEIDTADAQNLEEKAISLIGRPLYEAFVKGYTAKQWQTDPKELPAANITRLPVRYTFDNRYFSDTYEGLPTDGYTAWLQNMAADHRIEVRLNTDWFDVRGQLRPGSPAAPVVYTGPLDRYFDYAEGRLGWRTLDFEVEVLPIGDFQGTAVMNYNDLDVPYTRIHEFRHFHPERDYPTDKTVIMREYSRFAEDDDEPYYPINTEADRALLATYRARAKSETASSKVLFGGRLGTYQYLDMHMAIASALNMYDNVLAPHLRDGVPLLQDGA
# BH1578 lux ind: inducers of Vibrio cholerae quorum light production without autoinducers. activation, % at 18.7 µM. AID 588436. actives 0.16% (n = 350,000). V. cholerae BH1578 lux reporter, luminescence, 6 h; in the data active means activation mostly above about 9.7%, no sharp cut-off; further: not every result past the cut was called active; inactives centre near 0; reference of the scale not given here
# Mtb BioA inh: blocks M. tuberculosis BioA enzyme activity; purified M. tuberculosis BioA enzyme, plate reader; inhibition, % at 9.99 µM; actives 0.096% (n = 360,000); AID 602481; in the data active means inhibition above about 40%
# SARS 3CLpro inh: SARS-CoV 3CLpro protease inhibition; inhibition, % at 6 µM; P0C6X7; actives 0.14% (n = 290,000); recombinant SARS-CoV 3CLpro, quenched FRET peptide cleavage; in the data active means inhibition above about 12%
# DUSP3 inh: inhibitors of human VHR1 phosphatase (DUSP3). actives 0.52% (n = 290,000). recombinant VHR phosphatase, pNPP absorbance. P51452. AID 1654. inhibition, % at 13.3 µM; in the data active means inhibition above about 50%; further: some compounds called inactive have numbers as strong as hits
# Target sequence (P51452 whole entry, looked up): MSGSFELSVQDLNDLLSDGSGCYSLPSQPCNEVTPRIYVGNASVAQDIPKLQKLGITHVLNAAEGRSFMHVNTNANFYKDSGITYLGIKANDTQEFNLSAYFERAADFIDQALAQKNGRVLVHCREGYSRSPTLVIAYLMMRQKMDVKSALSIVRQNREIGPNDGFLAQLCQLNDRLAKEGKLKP
# MazEF act: increases E. coli MazEF RNase cleavage of RNA. activation, % at 20 µM. FAM/BHQ RNA-DNA oligo cleavage fluorescence, 5 h. actives 0.32% (n = 350,000). P0AE70; in the data active means activation above about 50%
# Target sequence (P0AE70 whole entry, looked up): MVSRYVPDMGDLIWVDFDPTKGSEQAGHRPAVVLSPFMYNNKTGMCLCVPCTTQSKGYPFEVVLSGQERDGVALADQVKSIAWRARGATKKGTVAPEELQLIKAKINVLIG
# FBA Mtb inh: Mtb fructose-bisphosphate aldolase inhibition; P9WQA3; purified M. tuberculosis FBA, fluorescence read-out; inhibition, % at 1 µM; actives 2.3% (n = 360,000); AID 588726; in the data active means inhibition above about 27%;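 further: 0% = vehicle and 100% = reference inhibitor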
# Target sequence (P9WQA3 whole entry, looked up): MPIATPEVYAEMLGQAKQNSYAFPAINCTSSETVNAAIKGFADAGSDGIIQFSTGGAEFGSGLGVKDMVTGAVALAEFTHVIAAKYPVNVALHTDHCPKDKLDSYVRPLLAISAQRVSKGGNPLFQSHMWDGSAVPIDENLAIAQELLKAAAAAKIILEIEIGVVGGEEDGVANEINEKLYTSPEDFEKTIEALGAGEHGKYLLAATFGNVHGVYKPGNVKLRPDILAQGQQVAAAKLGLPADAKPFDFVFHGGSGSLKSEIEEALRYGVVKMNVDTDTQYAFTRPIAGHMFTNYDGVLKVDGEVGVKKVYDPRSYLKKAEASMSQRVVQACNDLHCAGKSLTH
# SSB-PriA inh: inhibitors of Klebsiella pneumoniae PriA binding to SSB C-terminal tail | AlphaScreen SSBct-PriA binding, biotinylated peptide | inhibition, % at 33 µM | actives 0.6% (n = 430,000) | AID 1272365; in the data active means inhibition mostly above about 37%, no sharp cut-off; inactive means mostly below about 20%;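 further: plate controls were negative control peptide for no effect and reference peptide for full effect; strong numbers were not always called active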
# Rv3671c protease: inhibitors of M. tuberculosis serine protease Rv3671c | inhibition, % at 5.96 µM | actives 0.048% (n = 320,000) | AID 2606; in the data active means inhibition above about 38%;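 further: extracellular domain of Rv3671c used as enzyme; 0% = enzyme with DMSO and 100% = no enzyme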
# GDH-TPI counter: GDH-TPI coupled enzyme inhibition counter-screen; GDH-TPI coupled enzyme counterscreen, NADH absorbance; inhibition, % at 4.8 µM; actives 1.2% (n = 360,000); AID 588335; in the data active means inhibition above about 30%;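 further: 0% = DMSO wells and 100% = wells lacking the enzyme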
# * hit, by the source's call; i = inactive; · = not tested or not shown; + = active, no number; & = joins results of further samples. Only part of the results is shown. The share of hits here may be higher or lower than overall.
SMILES	UGM FP inh	BH1578 lux ind	Mtb BioA inh	SARS 3CLpro inh	DUSP3 inh	MazEF act	FBA Mtb inh	SSB-PriA inh	Rv3671c protease	GDH-TPI counter
N#Cc1ccccc1NC(=O)CSc1nnc(-c2ccccc2)n1-c1ccccc1	0.4	-7.7	-0.7	0	9	-6	-5	-13	0	7
O=C(Nc1ccc(N2CCOCC2)cc1)c1cccc(S(=O)(=O)N2CCC(Cc3ccccc3)CC2)c1	-2.2	-2.2	-1.0	5	-5	-4	-1	-13	10	9
O=C(Nc1nnc(C2=COCCO2)o1)c1ccc(F)cc1	3.3	i	-2.7	0	-2	5	-1	4&-7	1	11
CS(=O)(=O)c1ccc(C2=C(CNC(=O)c3nccs3)[C@H]3CC[C@@H](C2)N3CCOc2ccccc2)cc1	·	2.2	2.2	·	·	11	1	·	·	-4
Cc1ccc2c(c1)COc1c3ccc(C(=O)O)cc3nn1-2	3.3	-0.3	-0.9	6	13	-2	12	1	3	5
Clc1ccc2nc(N3CCCCC3)sc2c1	-0.9	i	·	-3	13	4	3	-50	0	11
COc1ccc(CNC(=O)COC(=O)c2ccc(Br)o2)cc1	2.0	i	-5.3	·	·	-2	1	-1	2	4
O=C(COC(=O)CCS(=O)(=O)c1ccccc1)NC(=O)c1ccc(OC(F)F)cc1	0.3	i	-1.5	·	·	2	-2	-9	-1	10
CN(C)CCNC(=O)C(=O)Nc1cc2c3c(c1)CCC(=O)N3CCC2	-0.9	-0.4	-0.9	-7	29	5	1	-10	-15	11
CCN(Cc1ccccc1)C(=O)Cn1cc(S(=O)(=O)NC)c(S(=O)(=O)NC)c1	-0.5	0.6	-0.4	-2	-3	-1	0	-1	7	-5
COC(=O)c1ccc(NC(C)=O)o1	1.2	-1.2	0.9	-3	13	5	1	-10	4	4
O=C(/C(=C\c1ccccc1)c1nc2ccccc2[nH]1)c1ccc(Cl)cc1	-3.1	-0.4	·	5	10	4	1	-1	-37	11
O=S(=O)(c1cccc(Br)c1)N1CCN(S(=O)(=O)c2ccc3c(c2)OCCO3)CC1	3.9	-0.4	-1.1	·	·	-9	1	-39	0	9
COc1ccc(O)c(C(=O)CC(=O)c2ccc(F)cc2)c1	1.5	-6.2	0.1	-3	0	3	81*	0	-3	15
CC(=O)c1c(C)[nH]c(C(=O)Nc2ccc(N3CCCCCC3)cc2)c1C	·	i	-0.4	·	·	3	-2	·	·	13
COc1ccc(-c2c(C#Cc3ccccc3)c3ccccc3n2C)cc1	-2.5	-2.8	0.9	-7	13	-7	10	-39	-6	4
O=C(NCc1ccccc1F)C1CCCN1S(=O)(=O)c1ccc(F)cc1 (centres undefined)	1.6	-0.3	0.9	3	59*	-16	3	-48	10	13
CCOC(=O)N1CCN(C(=O)c2cccc(S(=O)(=O)Nc3ccc(Br)cc3)c2)CC1	1.1	2.9	-0.6	·	·	3	2	0	-6	6
CS(=O)(=O)Nc1ccc(C2=NN(C(=O)C3CCCCC3)C(c3cccs3)C2)cc1 (centres undefined)	0.5	-0.2	6.8	3	-7	0	+	3&8	5	11
CC(C)Cc1nc2sc3c(=O)n(N)cnc3c2c2c1COC(C)(C)C2	-1.9	i	1.4	3	28	3	-1	3	-6	-2
O=C(CSc1nncs1)Nc1cc(-c2ccccc2)nn1-c1ccccc1	0.6	-0.6	2.2	-3	-2	3	-2	-25	5	3
CSCC[C@H](NC(=O)[C@H]1CC[C@H](CNC(=O)[C@@H](N)Cc2ccccc2)CC1)C(=O)O	-2.6	i	-0.1	-4	7	10	1	·	-4	-3
CN(C)C1NC(=O)c2cc(-c3ccccc3)sc2N1 (centres undefined)	·	-1.0	0.2	-2	14	5	6	-3	4	17
O=C(Nc1ccc(Cl)c(S(=O)(=O)N2CCOCC2)c1)c1ccccn1	1.6	i	·	2	-10	7	6	9	0	0
COc1ccc(CNC(=O)[C@H](C)NC(=O)C2CCN(S(=O)(=O)c3ccc(F)cc3)CC2)cc1	-0.9	-0.6	-1.2	-1	6	2	-2	-2	-4	8
O=C(Nc1cccc(F)c1)Nc1ccc2c(c1)CCC2	0.7	-0.2	-3.6	3	10	3	5	-4	-4	0
CCOC(=O)C(C)Sc1ncc(OC)c(=O)[nH]1 (centres undefined)	1.4	-0.3	·	0	13	0	3	-9	-10	-9
Cc1ccc(S(=O)(=O)N(Cc2cccc(C(F)(F)F)c2)C(=O)N2CCN(C)CC2)cc1	2.6	-1.2	-1.1	·	·	1	-3	2	1	-3
CC[C@H](C)/C=C(C)/C=C/C(=O)Cc1cc(O)c(C)c(O)c1C=O	-1.2	-0.6	-3.6	·	-9	-31	-1	-7	5	4
CC(=O)Nc1ccc(NC(=O)CSc2ccc(-c3cccnc3)nn2)cc1	-1.2	i	1.7	-2	37	0	-1	-10	4	3
O=C(CSC1=NS(=O)(=O)c2cc(F)ccc2N1)NCCc1ccccc1	2.0	-0.1	·	·	·	3	-2	1	0	2
Cc1ccc(OCCNC(=O)CN2C(=O)NC3(CCCC3)C2=O)cc1	-1.1	-2.9	·	·	·	-1	2	2	2	-8
CCCCC(CC)C(=O)N1CCN(C(=O)c2ccco2)CC1 (centres undefined)	2.3	-0.3	·	1	1	2	1	-5	0	3
CCOC(=O)c1sc2nc(-c3ccco3)c3c(c2c1N)CC(C)(C)OC3	0.1	i	0.2	·	10	6	1	-3	-4	4
NC(=O)c1c(-c2ccc(Cl)cc2Cl)csc1NC(=O)Cc1ccccc1	-0.3	4.1	·	-7	5	5	-4	3	-13	6
COc1ccccc1CNn1c(-c2cccc(C)c2)nc2ccccc2c1=O	-0.2	10	-0.3	-2	5	8	2	-6	-11	11
COc1ccc(-c2csc(NC(=O)C3=COCCO3)n2)cc1OC	·	-0.9	2.7	·	·	-2	-3	-13	·	6
Cc1cc(C(F)(F)F)nn1CC(=O)N(C)c1ccccc1	-2.0	-0.3	·	-3	8	10	2	-8	2	-3
COc1ccc(CC(N)c2csc(NC(=O)Nc3ccccc3Oc3ccccc3)n2)cc1 (centres undefined)	·	-0.5	-1.3	·	·	·	1	·	·	6
COc1cc(/C=N/NC(=O)c2cccnc2)ccc1OCC(=O)Nc1ccc(C)cc1	-1.1	-0.2	·	-1	12	-10	-1	·	-12	8
S=C1CC2CCCC(C2)N1 (centres undefined)	·	0.1	·	·	·	6	-3	0	·	9
Cc1cccc(-n2c(SCC(=O)NCC3CCCO3)nc3ccccc3c2=O)c1C (centres undefined)	1.4	-1.2	8.3	·	·	10	1	-3	-6	2
CCOC(=O)c1ccc(NC(=O)C(CC)(CC)C(=O)OCC)cc1	1.7	6.2	-0.4	3	-1	4	-1	-28	-3	-5
COc1ccccc1NS(=O)(=O)c1ccc(C(=O)NCCCN2CCOCC2)cc1	·	-0.2	0.8	·	·	-5	4	8	·	16
CC(C)(C)NC(=O)COc1ccc(CNCc2cccs2)cc1	1.9	-5.0	0.5	4	10	-2	1	-3	10	1
O=C(c1ccc(Cl)s1)N1CCOCC1	-4.9	-0.4	·	3	16	-1	1	-20	-7	15
CCOc1cc(C(=O)NCCOC)cc(OCC)c1OCC	-0.9	-0.4	-0.9	-3	36	-4	4	-19	4	-8
CC(C)c1ccc(O)c(NC(=S)NC(=O)CCc2ccccc2)c1	2.4	i	0.2	0	15	9	-3	-10	4	3

# 4 compounds from above, sorted by molar mass, largest number first.
SMILES	UGM FP inh	BH1578 lux ind	Mtb BioA inh	SARS 3CLpro inh	DUSP3 inh	MazEF act	FBA Mtb inh	SSB-PriA inh	Rv3671c protease	GDH-TPI counter
CSCC[C@H](NC(=O)[C@H]1CC[C@H](CNC(=O)[C@@H](N)Cc2ccccc2)CC1)C(=O)O	-2.6	i	-0.1	-4	7	10	1	·	-4	-3
COc1ccccc1NS(=O)(=O)c1ccc(C(=O)NCCCN2CCOCC2)cc1	·	-0.2	0.8	·	·	-5	4	8	·	16
COc1ccc(O)c(C(=O)CC(=O)c2ccc(F)cc2)c1	1.5	-6.2	0.1	-3	0	3	81*	0	-3	15
S=C1CC2CCCC(C2)N1 (centres undefined)	·	0.1	·	·	·	6	-3	0	·	9

# Carrying on:
SMILES	UGM FP inh	BH1578 lux ind	Mtb BioA inh	SARS 3CLpro inh	DUSP3 inh	MazEF act	FBA Mtb inh	SSB-PriA inh	Rv3671c protease	GDH-TPI counter
Cc1nc(N2CCCC2)c2nnn(Cc3ccccc3Cl)c2n1	-0.3	i	0.6	-2	25	-5	0	-18	-3	4
COc1cccc(C2=NN(S(C)(=O)=O)C(c3cccs3)C2)c1 (centres undefined)	-0.9	-0.5	·	0	26	7	-1	7	4	-1
COC(=O)c1cn(C(=O)c2ccc(Br)o2)c2ccccc12	-1.7	-3.1	-0.3	-3	-9	7	1	-11	3	15
Cc1nnc(NC(=O)C2CCN(S(=O)(=O)c3ccc(Cl)cc3)CC2)s1	-1.7	0.6	-2.2	-4	2	-3	0	2	4	-1
O=C(NCCc1ccc(Cl)cc1)C1=CC=CN2CCS(=O)(=O)N=C12	-0.3	i	0.5	·	·	10	22	-11	-2	11
CC1CCN(CC(=O)c2ccc3c(c2)OCCO3)CC1	-1.4	-3.0	0.6	5	18	1	4	-4	6	5
CN(Cc1ccc(OC(F)F)cc1)C(=O)c1cccc(S(=O)(=O)N2CCN(Cc3ccccc3)CC2)c1	·	-0.3	1.1	·	·	3	0	-18	·	-6
CC(=NNC(=O)COc1cccc(C)c1)c1cccnc1	-1.9	-3.4	-0.5	·	·	1	-6	7	-8	-3
O=C(N/C(=C/c1ccco1)C(=O)N1CCOCC1)c1cccs1	2.7	i	·	5	1	-8	-3	-1	-2	6
Cc1csc(SCCn2c(N3CCN(c4ccccc4)CC3)nc3c2c(=O)[nH]c(=O)n3C)n1	-2.2	i	-1.8	1	26	3	0	-13	-7	2
O=C(CSCc1ccccc1Br)Nc1ccccc1	-0.9	0.0	0.1	-1	-7	-2	0	-41	1	-4
O=C(c1cnn(C(=O)c2ccco2)c1)c1ccccc1O	-1.1	i	0.1	·	·	-5	-1	1	-2	-1
CCc1nc(Sc2nnnn2-c2ccccc2)c2c3c(sc2n1)CCCC3	-1.9	-0.3	·	6	-4	-7	0	-9	4	-3
C[C@H](NC(=O)C1CC(=O)N(c2ccc3c(c2)OCO3)C1)C(=O)NC1CCCCC1 (some centres undefined)	-2.5	i	0.4	3	4	4	-3	-14	12	1
c1ccc(N2CCN(c3ncnc4sc5c(c34)CCC5)CC2)cc1	2.0	i	-0.7	-9	22	8	1	1&6	4	2
Cn1c(NCCCO)nc2ccccc21	2.0	-0.6	-3.6	0	14	1	2	-1	6	-2
O=C(Oc1ccc(N(Cc2cccs2)C2=NS(=O)(=O)c3ccccc32)cc1)c1ccccc1F	-1.2	-5.3	·	0	-4	-8	0	-19	-6	8
Oc1ccccc1N=Cc1sc2ccccc2c1Cl	-0.1	-0.2	·	3	4	3	-2	26	-4	3
Cc1cc(C)n(CC(O)COCc2ccccc2)n1 (centres undefined)	0.1	1.2	-0.9	3	15	0	1	-14	3	-1
Cc1ccc(OCC(=O)Oc2cccc(C)c2)cc1	1.6	0.6	-1.5	·	·	-1	1	-12	5	-3
N#CCc1ccc(NC(=O)c2ccc(CN3CCc4ccccc4C3)cc2)cc1	-0.4	-2.4	2.6	-1	5	14	3	-4	-1	15
CC(=O)c1ccc(N2CCN(C(=O)/C=C/c3ccc(S(=O)(=O)N4CCOCC4)cc3)CC2)cc1	-1.4	i	·	2	5	-4	-3	4	-9	3
CCCc1cc(=O)[nH]c2nnc(SCC(=O)Nc3nnc(CC)s3)n12	·	i	-0.9	·	·	0	1	-12&-5	·	6
Cc1ccccc1-n1cc[nH]c1=S	2.3	-0.5	·	5	38	1	-1	13	18	-1
C/C(=N\NC(=O)c1sccc1C)c1cccnc1	1.4	i	0.7	0	32	0	-1	·	·	1

# Screening results deposited in PubChem by several laboratories.
